# RGS4 inhibitor = human RGS4 inhibition; Potency, µM (top dose mostly 114 µM), for inactives: top-dose activity change, negative = inhibition, most hits filed as inhibitors; 390,000 tested, 0.039% active; Transcreener GDP fluorescence polarization, RGS4-accelerated GTP hydrolysis; P49798; also: potency is read from the fitted curve at half-maximal effect; % is scaled to controls: 0 for no effect and ±100 for the full control effect; nearly all actives have a fitted effect of over 75% in size; some results filed as inactive show a strong effect at the top dose
#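 MLSMR compounds (23 nl, pin-transferred) preincubated 10 min at room temperature with a 500nM (2x) first reagent, then RGS4 at 900nM (2x) plus Transcreener GDP mix added; fluorescence polarization (620/688 nm) read before and after 90 min at 30 °C.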
# 12-LOX inh = ALOX12 (human) lipoxygenase inhibition; P18054; AID 1671190; 580,000 tested, 1.1% active; purified 12hLO, xylenol orange hydroperoxide absorbance; Potency, µM (doses to about 108 µM), inactives show at the top dose activity change, negative = inhibition, most hits filed as inhibitors; also: potency is read from the fitted curve at half-maximal effect; % is scaled to controls: 0 for no effect and ±100 for the full control effect
# Target sequence (P18054 whole entry, looked up): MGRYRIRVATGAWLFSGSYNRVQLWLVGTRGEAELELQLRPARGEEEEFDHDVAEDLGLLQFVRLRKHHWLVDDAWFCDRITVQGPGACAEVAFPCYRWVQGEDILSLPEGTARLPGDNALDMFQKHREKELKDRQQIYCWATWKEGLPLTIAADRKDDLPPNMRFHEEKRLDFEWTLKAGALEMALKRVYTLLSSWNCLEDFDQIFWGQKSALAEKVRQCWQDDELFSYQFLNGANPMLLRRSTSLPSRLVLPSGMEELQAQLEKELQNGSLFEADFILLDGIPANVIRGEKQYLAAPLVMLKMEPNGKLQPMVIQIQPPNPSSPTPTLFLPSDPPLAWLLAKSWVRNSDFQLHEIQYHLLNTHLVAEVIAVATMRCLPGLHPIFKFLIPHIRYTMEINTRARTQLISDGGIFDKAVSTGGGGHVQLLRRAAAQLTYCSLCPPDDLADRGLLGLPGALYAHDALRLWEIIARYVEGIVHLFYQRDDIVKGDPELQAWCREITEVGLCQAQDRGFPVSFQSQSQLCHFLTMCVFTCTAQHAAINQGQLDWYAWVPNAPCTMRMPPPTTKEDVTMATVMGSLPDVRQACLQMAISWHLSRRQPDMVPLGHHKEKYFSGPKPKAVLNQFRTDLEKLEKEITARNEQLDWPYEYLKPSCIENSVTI
#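 Hydroperoxide product was detected by ferrous iron/xylenol orange as the 573 to 405 nm absorbance ratio. Arachidonic acid at 40 uM (final) was turned over for 30 min at room temperature by 150 nM human 12hLO, pH 7.0 Hepes buffer, after 15 min compound preincubation.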
# Pol kappa inh = blocks human DNA polymerase kappa activity; AID 588579; Potency, µM (series often up to 107 µM), for inactives: at the highest dose activity, negative = inhibition, most hits filed as inhibitors; 400,000 tested, 0.53% active; Q9UBT6; purified Pol kappa, fluorescent DNA synthesis assay, 10 min; also: potency is read from the fitted curve at half-maximal effect; % is scaled to controls: 0 for no effect and ±100 for the full control effect
#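 Kinetic fluorescence readout at 0 and 10 min followed reaction start with substrate at 50 nM final. Beforehand, enzyme (10 nM Pol kappa) stood 15 min with compound at room temperature; buffer-only wells were negative controls.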
# Anesthetic bind = candidate novel general anesthetic via apoferritin binding. 350,000 tested, 0.074% active. apoferritin/1-aminoanthracene competitive binding, fluorescence. Potency, µM (top dose mostly 77.5 µM), inactives show top-dose activity change, negative = displacement, usual class: inhibitors. P02791; also: potency is read from the fitted curve at half-maximal effect; % is scaled to controls: 0 for no effect and ±100 for the full control effect; nearly all actives have a fitted effect of over 20% in size
#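 Steps: apoferritin (10 uM) was premixed with half-saturated 1-AMA in PBS, compounds were pin-transferred, plates stood 10 min at room temperature, fluorescence was read at 380/535 nm, and curves were fitted with a Hill equation.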
# LDHA block = blocks human lactate dehydrogenase A; P00338; purified LDHA, NADH/diaphorase-resazurin fluorescence; hits give low values; activity change, % (values are at about 110 or 230 µM); 480,000 tested, 0.15% active; AID 1347041; in the data active = activity change below about -30%; inconclusive = mostly about -25% to -30%;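 also: plate controls were DMSO wells for no effect and wells without enzyme for full effect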
#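 Resorufin fluorescence (ex540/em590), read at 0 and 20 min after diaphorase/resazurin addition, reports the NADH left after a 5 min room-temperature reaction of 2 nM human LDH5 with 0.06 mM NADH and 0.2 mM pyruvate.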
# APE1 inh = blocks human APE1 abasic DNA cleavage | 350,000 tested, 0.35% active | recombinant APE1, TAMRA/BHQ-2 abasic DNA cleavage fluorescence | Potency, µM (doses to about 65.8 µM), for inactives: at the top dose activity change, negative = inhibition, usual class: inhibitors;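 also: potency is read from the fitted curve at half-maximal effect; plate controls were vehicle for no effect and reference inhibitor for full effect; nearly all actives have a fitted effect of over 55% in size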
#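 Step 1: APE1 (0.75 nM) with compound, 15 min RT. Step 2: add 50 nM fluorophore/quencher THF duplex. Step 3: three fluorescence reads 60 s apart (525/598 nm); read 3 minus read 1 = reaction progress.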
# ERG-DNA inh = ERG Ets/DNA interaction inhibition. P11308. fluorescence polarization, His-ERG Ets domain / labelled DNA. Potency, µM (titrated, usually from 76.9 µM), for inactives: at the highest dose FP activity, negative = inhibition, most hits filed as inhibitors. 370,000 tested, 0.028% active. AID 624246; active = well fitted inhibition curve with a large enough effect in the polarisation, with a control signal flat; inconclusive = small, poorly fitted or top-dose-only effect, or effect the other way, or a change in a side signal; inactive = no such curve, though single readings can be large or run the other way; the % refers to the polarisation;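 also: polarization taken with two DNA probes labelled with fluorescein and Texas red; potency is read from the fitted curve at half-maximal effect; % of control where 0% means no effect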
# Target sequence (P11308 whole entry, looked up, the tested form may be a part): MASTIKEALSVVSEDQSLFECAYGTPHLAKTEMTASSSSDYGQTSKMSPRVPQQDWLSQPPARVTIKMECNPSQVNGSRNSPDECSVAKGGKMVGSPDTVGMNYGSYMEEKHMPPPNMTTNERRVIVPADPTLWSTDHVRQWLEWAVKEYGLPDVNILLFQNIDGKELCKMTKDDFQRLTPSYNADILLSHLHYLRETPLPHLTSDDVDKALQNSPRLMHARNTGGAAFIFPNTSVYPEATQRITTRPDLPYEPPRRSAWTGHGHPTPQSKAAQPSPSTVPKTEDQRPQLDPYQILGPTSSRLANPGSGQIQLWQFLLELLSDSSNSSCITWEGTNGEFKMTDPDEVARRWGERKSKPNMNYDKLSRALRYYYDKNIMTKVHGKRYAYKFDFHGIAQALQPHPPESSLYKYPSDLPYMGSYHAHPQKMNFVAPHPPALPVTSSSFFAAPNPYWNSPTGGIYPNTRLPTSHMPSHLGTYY
#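 His-tagged ERG Ets domain (1 uM in the protein solution; 300mM KCl, 50mM Tris-HCl, 1mM EDTA, 1mM DTT, pH 7.5) received compound, then a probe mix of 5 nM fluorescein-DNA and 100nM Texas-615-DNA. Fluorescence polarization was read for both dyes.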
# Pol eta inh = DNA polymerase eta (human) inhibition | 390,000 tested, 1.2% active | AID 588591 | Q9Y253 | Potency, µM (series often up to 114 µM), without a hit: at the top dose activity change, negative = inhibition, most hits filed as inhibitors | recombinant Pol eta, fluorescent DNA replication assay; also: potency is read from the fitted curve at half-maximal effect; % is scaled to controls: 0 for no effect and ±100 for the full control effect
#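 Fluorescent replication assay: 50 nM final substrate added after a 15 min room-temperature compound preincubation with 10 nM enzyme. Signal taken at 0 min and again at 10 min.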
# POLB inh = DNA polymerase beta (human) inhibition; P06746; Pol beta primer extension/strand displacement, fluorescence kinetic; Potency, µM (top dose mostly 114 µM), inactives show at the highest dose activity change, negative = inhibition, usual class: inhibitors; 340,000 tested, 1.3% active; AID 485314; also: potency is read from the fitted curve at half-maximal effect; % is scaled to controls: 0 for no effect and ±100 for the full control effect
#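 Reaction started by 50 nM substrate onto compound-treated Pol beta (10 nM, 15 min preincubation, room temperature); plates read at 0 min and 10 min. Normalized concentration-effect data fitted by four-parameter Hill equation.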
# Starred values were filed as active, the others as inactive; i = inactive; u = inconclusive; x = no result given; [ ] = remark or other dose. Unless noted, calls follow the shape of the dose curve; as a rule, active = well fitted curve in the direction sought with a large enough effect; inconclusive = small, poorly fitted or top-dose-only effect, or another doubt; inactive = no such curve, though single readings can be large; an effect the other way counts as inactive or inconclusive. This is a subset (hit frequency here may not be typical).
(1) CCCCc1ccc(NC(=S)NCC2CCCO2)cc1 (centres undefined)
(2) CC(=O)NC1CCC(=O)C=C1c1ccccc1 (centres undefined)
(3) Cn1c(CN2CCCC2)nc2cc(NC(=O)COc3ccccc3)ccc21
(4) CCOc1ccccc1C(=O)Nc1cc2c(cc1N1CCOCC1)n(C)c(=O)n2C
(5) O=C1OC(c2cccc([N+](=O)[O-])c2)C2(CCCC2)C(=O)C12CCCCC2 (centres undefined)
(6) Cc1cccc(C(=O)N2CCc3ccccc3C2)c1[N+](=O)[O-]
(7) Cc1ccc(CCN2CC(C(=O)NCCCN(C)Cc3ccccc3)CC2=O)cc1 (centres undefined)
(8) CC1(C)CC(=O)C2=C(C1)NC(=O)CC2c1ccccc1F (centres undefined)

compound no. | 1 | 2 | 3 | 4 | 5 | 6 | 7 | 8
RGS4 inhibitor | -2% | 7% | -17% | 4% | 6% | 3% | -40% | 14%
12-LOX inh | u | 5% | 20% | -25% | -17% | -3% | 8% | 10%
Pol kappa inh | -1% | -7% | -8% | 0% | -3% | 2% | -1% | -5%
Anesthetic bind | u | x | -13% | -1% | 2% | -23% | -7% | -8%
LDHA block | 0 | -3 | -7 | -4 | 3 | 1 | -2 | -9
APE1 inh | -7% | x | -3% | x | 0% | 15% | 15% | -5%
ERG-DNA inh | -7% | -8% | 2% | 2% | 14% | -9% | -7% | -3%
Pol eta inh | -21% | -18% | -14% | -21% | -24% | -15% | -15% | -14%
POLB inh | 22% | x | -2% | -1% | -14% | 31%[activator] | 37% | 22%

(9) Cc1cccn2c(Nc3ccccc3)c(-c3cccs3)nc12
(10) CSCCC(NS(=O)(=O)c1ccccc1F)C(=O)Nc1ccncc1 (centres undefined)
(11) C=CC[C@H](CC(=O)NCCO)C(=O)N[C@H](COC(=O)[C@@H](CC=C)CC(=O)OC(C)(C)C)Cc1c[nH]c2ccccc12
(12) COc1ccc(CCn2c(=N)c(C(=O)NCc3ccco3)cc3c(=O)n4ccccc4nc32)cc1
(13) CCOc1cc(-c2nnc(SCC(=O)NCc3ccc(C)cc3)nc2-c2ccc(OC)c(OCC)c2)ccc1OC
(14) COc1ccc(N(CN2C(=O)c3ccccc3C2=O)C(=O)COc2ccc(Cl)cc2Cl)cc1
(15) Cc1ccc(/C=N/NC(=O)Cn2cnc3ccccc32)cc1
(16) Cc1ccc(-c2nn(-c3ccccc3)cc2C(=O)NCCCN2CCCC2=O)cc1

compound no. | 9 | 10 | 11 | 12 | 13 | 14 | 15 | 16
RGS4 inhibitor | -16% | -4% | -4% | -34% | -28% | -1% | -13% | u
12-LOX inh | -7% | -3% | -6% | -13% | -13% | u | -2% | -3%
Pol kappa inh | -23% | -2% | -12% | -28% | -9%[60.1 µM] | -13% | -8% | -14%
Anesthetic bind | 27% | x | x | u | -4% | -15% | -17% | x
LDHA block | -2 | -2 | 2 | 7 | -5 | -4 | 0 | -2
APE1 inh | x | 26% | -13% | 15% | x | -9% | 2% | 30%
ERG-DNA inh | 5% | 3% | 5% | 0% | 11% | 1% | -4% | -10%
Pol eta inh | 3% | -2% | -15% | u | -12% | -17% | -18% | -7%
POLB inh | 0% | x | x | -4% | 5% | 29% | u | x

# Profiles, quoted from the list:
# `COc1ccc(N(CN2C(=O)c3ccccc3C2=O)C(=O)COc2ccc(Cl)cc2Cl)cc1` as listed: RGS4 inhibitor = -1%; 12-LOX inh = u; Pol kappa inh = -13%; Anesthetic bind = -15%; LDHA block = -4; APE1 inh = -9%; ERG-DNA inh = 1%; Pol eta inh = -17%; POLB inh = 29%
# `Cc1cccn2c(Nc3ccccc3)c(-c3cccs3)nc12` as listed: RGS4 inhibitor = -16%; 12-LOX inh = -7%; Pol kappa inh = -23%; Anesthetic bind = 27%; LDHA block = -2; APE1 inh = x; ERG-DNA inh = 5%; Pol eta inh = 3%; POLB inh = 0%

# Later entries:
(17) O=C1C(Br)=C(c2ccccc2)C(c2ccccc2)=C1c1ccccc1
(18) COc1ccc(/C=C/c2nnc(NC(=O)COc3ccccc3)s2)cc1
(19) COc1ccc(-c2nc3c4ccccc4n(CC(=O)N4CCN(c5ccccc5OC)CC4)c(=O)n3n2)cc1
(20) CSc1ccc(CNC(=O)c2cc3c(=O)n(Cc4ccco4)ccc3nc2C)cc1
(21) Cc1nn(Cc2c(Cl)cccc2Cl)c(C)c1NC(=O)CCCn1nc(C)c([N+](=O)[O-])c1C
(22) CCCCC(=NCCO)C1=C(O)C(C(=O)OC)C(C)(C)CC1=O (centres undefined)
(23) Cc1ccc(C)c(NC(=O)C2C3C=CC(O3)C2C(=O)O)c1 (centres undefined)
(24) C=C1CCN(C(Cc2ccccc2)C(=O)N2CCOCC2)S(=O)(=O)c2ccccc21 (centres undefined)

compound no. | 17 | 18 | 19 | 20 | 21 | 22 | 23 | 24
RGS4 inhibitor | u | 7% | 3% | u | -8% | 25% | 2% | -40%
12-LOX inh | x | 0% | -24% | -19% | -12% | 0% | 0% | x
Pol kappa inh | -1% | -3% | -6%[60.1 µM] | 74%[activator] | -7% | -7% | -4% | 5%
Anesthetic bind | x | -9% | 2% | -3% | 1% | -7% | -9% | -20%
LDHA block | -7 | -10 | -1 | -1 | -1 | -6 | -3 | x
APE1 inh | x | -5% | x | x | 17% | 0% | -16% | -9%
ERG-DNA inh | x | 4% | -16% | -1% | -13% | -2% | -4% | x
Pol eta inh | 1% | -10% | 4% | -5% | -20% | -7% | -6% | x
POLB inh | x | -14% | -28% | u | -1% | 11% | 9% | x

(25) CN(C)c1nc(N(C)C)nc(N2CCCCC2)n1
(26) Cc1cc(SCC(=O)N2CCC(c3noc4ccc(F)cc34)CC2)nc2ccccc12
(27) Cc1ccc(NC(=O)Cn2c(=O)n(CCCCCC(=O)NCc3ccc(F)cc3)c(=O)c3sccc32)cc1C
(28) O=C(c1ccc(Br)cc1)c1cc([N+](=O)[O-])ccc1N1CCCCC1
(29) O=C(NNC(=S)Nc1ccccc1C(F)(F)F)c1cccnc1
(30) Cc1cccc(-c2nc(CN3CCCC(C(=O)NC4CCCCCC4)C3)c(C)o2)c1 (centres undefined)
(31) COc1ccc(/C(C)=C2/SC(=S)N(CCC(=O)O)C2=O)cc1
(32) O=C(O)c1cccc(Nc2nc(-c3cc4ccccc4oc3=O)cs2)c1

compound no. | 25 | 26 | 27 | 28 | 29 | 30 | 31 | 32
RGS4 inhibitor | 19% | -32% | 26% | -19% | -31% | 13% | -23% | -24%
12-LOX inh | 0% | -1% | -12% | 0% | 12% | 0% | u | 3%
Pol kappa inh | -8% | -4% | 0% | -6% | 4% | -5% | -26% | -10%
Anesthetic bind | -9% | 1% | -6% | -22% | -7% | u | u | -7%
LDHA block | 0 | -2 | -6 | 1 | -1 | 3 | -2 | 1
APE1 inh | 0% | 5% | x | -6% | 10% | -2% | -4% | -11%
ERG-DNA inh | -10% | -3% | 0% | 1% | 3% | 6% | 15% | 6%
Pol eta inh | 9% | -13% | x | -9% | -14% | -22% | -11% | u
POLB inh | 21% | 0% | 4% | 13% | 0% | 9% | 12% | 0%

(33) Cc1nc2sc(C(=O)Nc3ccccc3Cc3ccccc3)c(C)c2c(=O)[nH]1
(34) CN(C)C(CNC(=O)c1ccc(C(F)(F)F)cc1)c1ccco1 (centres undefined)
(35) CC(C)[C@H](N)c1nnc(SCc2ccc(Cl)cc2)o1
(36) CC(C)C[C@H](NC(=O)CCCn1nnc2ccccc2c1=O)C(=O)O
(37) Cc1ccc(NC(=O)Nc2nnc(-c3ccccc3F)s2)cc1
(38) COc1ccccc1NC(=O)N(C1CCCC1)C1CCN(C(C)=O)CC1
(39) Cc1cc(C)n(CC(=O)c2ccccc2)c(=O)c1C#N
(40) Cc1cccc2nc(-c3cccnc3)c(Nc3ccccc3)n12

compound no. | 33 | 34 | 35 | 36 | 37 | 38 | 39 | 40
RGS4 inhibitor | 2% | 6% | -8% | 6% | -30% | 10% | -4% | 2%
12-LOX inh | 15% | 5% | -7% | 2% | -3% | -7% | -31% | -4%
Pol kappa inh | -5% | -13% | 0% | 2% | -6% | -6% | 6% | 1%
Anesthetic bind | 7% | -3% | -13% | 3% | 13% | 0% | -16% | -16%
LDHA block | -5 | -1 | -4 | -10 | 2 | -2 | 3 | -10
APE1 inh | -1% | -11% | -1% | -3% | 28% | -2% | -3% | -2%
ERG-DNA inh | -9% | 1% | -7% | -5% | -5% | -1% | 0% | 3%
Pol eta inh | -7% | -1% | -9% | -2% | -15% | -22% | -3% | -19%
POLB inh | 1% | 11% | 11% | 3% | -11% | 9% | -1% | 8%

(41) CCCOc1ccc(C(F)(F)F)cc1NC(=O)c1cc(C)on1
(42) CCOC(=O)N1CCC(NC(=O)CCCC(=O)O)CC1
(43) Cc1noc(C)c1CN1C(=O)c2cccc([N+](=O)[O-])c2C1=O
(44) Cc1cccc(C(=O)Nc2cccc(C(=O)Nc3cc(C)ccn3)c2)c1

compound no. | 41 | 42 | 43 | 44
RGS4 inhibitor | -9% | -16% | -33% | 3%
12-LOX inh | 2% | i | 13% | x
Pol kappa inh | -8% | -2% | 7% | 8%
Anesthetic bind | x | 3% | 3% | -19%
LDHA block | -7 | -4 | -3 | -1
APE1 inh | 31% | u | 41% | 16%
ERG-DNA inh | -8% | u | 7% | 9%
Pol eta inh | -5% | -7% | 9% | -19%
POLB inh | x | -1% | 19% | 1%

# Screens from PubChem BioAssay.
